# Source: PubChem BioAssay (National Center for Advancing Translational Sciences (NCATS))
# Sm TGR inh: qHTS Assay for the Inhibitors of Schistosoma Mansoni Peroxiredoxins; Schistosoma mansoni thioredoxin glutathione reductase (TGR), Q962Y6; Potency, µM (series often up to 114 µM), for the others: at the highest dose activity change, negative = inhibition, hits mostly inhibitors; purified TGR, DTNB reduction, TNB absorbance 405 nm; 360,000 compounds, 3% hits; note: potency is the fitted concentration of half-maximal effect; nearly all actives have a fitted effect of over 60% in size
#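 First, TGR (20 nM dispensed) and NADPH were mixed with compound. Second, a 15 min room-temperature incubation followed. Third, further NADPH and then DTNB were added to start the reaction. Finally, TNB absorbance was monitored kinetically.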
# HCMV antiviral: qHTS Assay for inhibitors of the human cytomegalovirus (HCMV); HFF cells, HCMV-luciferase reporter, 72 h; stronger effect = lower value; activity change, negative = inhibition, % at 57.5 µM; 410,000 compounds, 4.5% hits; in the data active = activity change below about -60%; inconclusive = no clear call, values can overlap the other calls; inactive = above about -39%
#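 Cell-based, HFFs, 1000 cells/well, 16 h 37C; cpds in DMSO + HCMV-luc, MOI 1 PFU/cell; 72 h 37C; OneGlo luminescence after 5 min RT; norm. to buffer vs Salinomycin 10uM.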
# AmpC inh detg: qHTS Inhibitors of AmpC Beta-Lactamase (assay with detergent); AmpC hydrolysis of nitrocefin, absorbance 480 nm, 0.01% Triton; Potency, µM (top dose mostly 114 µM), without a hit: at the highest dose activity change, negative = inhibition, actives largely listed as inhibitors; 370,000 compounds, 0.041% hits; AID 485294, 2010;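 note: potency is the fitted concentration of half-maximal effect; 0% = no-compound wells and -100% = no-enzyme wells; nearly all actives have a fitted effect of over 25% in size; some results filed as inactive show a strong effect at the top dose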
# Target sequence (P00811 whole entry, looked up): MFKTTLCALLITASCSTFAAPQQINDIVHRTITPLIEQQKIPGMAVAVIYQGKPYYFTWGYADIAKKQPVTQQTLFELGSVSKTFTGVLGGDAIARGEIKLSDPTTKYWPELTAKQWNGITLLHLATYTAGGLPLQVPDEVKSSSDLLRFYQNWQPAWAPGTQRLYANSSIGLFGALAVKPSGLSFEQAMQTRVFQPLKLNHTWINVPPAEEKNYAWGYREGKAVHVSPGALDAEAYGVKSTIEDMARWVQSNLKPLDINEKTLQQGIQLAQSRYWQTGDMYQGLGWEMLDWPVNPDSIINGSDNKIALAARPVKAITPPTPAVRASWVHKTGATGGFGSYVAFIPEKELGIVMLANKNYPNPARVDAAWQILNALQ
#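 20 mM phosphate pH 7.0 + 0.01% (detergent screen) or 0.0001% Triton X-100; 5.3 nM AmpC reagent; cpd preinc 15 min RT; nitrocefin (800 uM stock) to start; A480 q20 s × 4 min; Activity was normalised to no-enzyme and no-compound control wells.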
# AMA1 RON2 block: qHTS for Inhibitors of AMA1-RON; Towards Development of Antimalarial Drug Lead: Primary Screen. Plasmodium falciparum AMA1 (3D7) - RON2 peptide interaction. AlphaScreen AMA1-biotinylated RON2 peptide binding. Potency, µM (highest dose often 58.2 µM), without a hit: at the top dose activity change, negative = inhibition, most hits filed as inhibitors. 360,000 compounds, 0.2% hits;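 note: potency is the fitted concentration of half-maximal effect; 0% = vehicle wells and -100% = peptide control; nearly all actives have a fitted effect of over 45% in size; some results filed as inactive show a strong effect at the top dose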
#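 AMA1 (3D7) with his tag at 25 nM final met compounds first, then biotinylated RON2 peptide at 25 nM; detection used donor plus acceptor beads, 10 µg/mL apiece, read by AlphaScreen after 30 min at room temperature.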
# FBPA Giardia inh: qHTS Assay for Inhibitors of Fructose-1,6-bisphosphate Aldolase from Giardia Lamblia; A8B2U2; purified Giardia FBPA; Potency, µM (doses to about 59.6 µM), inactives show at the highest dose activity, negative = inhibition, usual class: inhibitors; 290,000 compounds, 0.71% hits; note: potency is the fitted concentration of half-maximal effect; nearly all actives have a fitted effect of over 55% in size
# Target sequence (A8B2U2 whole entry, looked up): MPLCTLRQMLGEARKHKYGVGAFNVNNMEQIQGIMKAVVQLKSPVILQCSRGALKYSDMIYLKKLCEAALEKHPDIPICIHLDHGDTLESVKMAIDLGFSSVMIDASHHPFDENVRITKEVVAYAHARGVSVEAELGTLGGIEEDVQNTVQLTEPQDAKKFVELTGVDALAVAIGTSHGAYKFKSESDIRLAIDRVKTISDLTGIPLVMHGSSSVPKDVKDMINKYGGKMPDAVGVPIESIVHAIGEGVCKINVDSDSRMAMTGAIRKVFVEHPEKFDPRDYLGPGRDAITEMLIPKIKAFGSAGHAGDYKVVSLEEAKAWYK
#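 40 nM FBPA preincubated 10 min at RT with compound (up to 57.5 uM final), then substrate plus GAPDH/TPI/NAD/arsenate coupling and diaphorase/resazurin added. Fluorescence read after 20 min at RT, 525/598 nm.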
# HCV inh: qHTS Assay for Inhibitors of Hepatitis C Virus (HCV) | Huh7.5.1 HCVcc-Cre infection, luciferase reporter, 44 h | Potency, µM (titrated, usually from 41.8 µM), for the others: at the top dose activity change, negative = inhibition, hits mostly inhibitors | 340,000 compounds, 3.4% hits | AID 651820, 2012; note: potency is the fitted concentration of half-maximal effect
#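 Cells (1,000/well) were plated 4 h before compound, then infected with HCVcc-Cre virus (~0.5 moi). After 44 h further culture, infection was read as luciferase luminescence following a 15 min substrate incubation at room temperature.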
# * = called active by the depositor; ? = inconclusive; . = no result given; & = joins results of further samples; [ ] = dose if it differs, or a comment. Unless noted, calls come from the whole dose curve; as a rule, active = well fitted curve in the direction sought with a large enough effect; inconclusive = small, poorly fitted or top-dose-only effect, or another doubt; inactive = no such curve, though single readings can be large; an effect the other way counts as inactive or inconclusive. Unless noted, % is set by controls: 0 for no effect and ±100 for the full control effect.
SMILES,Sm TGR inh,HCMV antiviral,AmpC inh detg,AMA1 RON2 block,FBPA Giardia inh,HCV inh
COc1ccccc1NC(=O)/C(C#N)=C/c1cccn1C,.,28,.,-12%,.,-6%
O=C(Nc1ccc2nc3ccccc3nc2c1)c1ccccc1,2%,91,?,21%,-11%,?
CCOC(=O)CC(=O)CSc1nc2c(cc1C#N)CCC2,2%,-40,?,-20%,-4%,12%
C/C(=N/OC(=O)C1CC12CCC2)c1ccc(Br)cc1 (stereo unspecified),-7%,17,7%,13%,1%,-1%
c1ccc(Cn2c(SCCN3CCOCC3)nnc2-c2cccnc2)cc1,73%[activator],19,-3%,-16%,-18%,-12%
CN(C)c1ccc(/C=N/N=C/c2ccccc2O)cc1,6%,-11,0%,13%[11.6 µM],-9%,14%
Cc1cc(Br)cc(Cl)c1OCC(=O)N1CCN(C(=O)c2ccco2)CC1,-31%,-20,-14%,-9%,.,-19%
CCOc1cccc2cc(S(=O)(=O)c3ccccc3F)c(=O)oc12,-5%,9,2%,.,.,.
Cc1ccc(NC(=O)CSc2ncnc3ccccc23)cc1S(=O)(=O)N1CCCCC1,1%,-17,-14%,-5%,0%,?
O=C(Nc1ccccc1)OCCOc1ccc(Br)cc1,4%,-7,?,14%,-4%,?
COc1cccc(C(=O)Nc2ccc(NC(=O)Cc3ccccc3)cc2)c1,10%,62,-8%,8%,6%,13%
CC(NS(=O)(=O)c1ccc(CCC(=O)N2CCN(C)CC2)cc1)c1ccccc1 (stereo unspecified),4%,15,?,-7%,9%,19%
Cc1ccc(NC(=O)CS(=O)CC(=O)N2CCN(c3ccccc3)CC2)cc1 (stereo unspecified),1%,-25,11%,-4%,17%,15%
CCOc1cc(CNCCSc2nnnn2-c2ccccc2)cc(Cl)c1OC,0%,2,-1%,.,.,.
CC1=C/C(=N\OS(=O)(=O)c2ccccc2)C=CC1=O,2.2µM*,.,?,?,?,7%
COc1nccnc1NS(=O)(=O)c1ccc(NC(=S)NC(=O)c2ccccc2F)cc1,?,72,?,2%,-9%,9%
CCc1cccc(OC2OC(CO)C(O)C(O)C2NC(C)=O)c1 (stereo unspecified),2%,-21,-13%,-15%,-1%,21%
CCc1ccc(NC(=O)C(C)OC(=O)C2CCC(=O)N2)cc1 (stereo unspecified),-6%,-29,3%,1%,3%,-8%
COc1cccc(/C=C/C(=O)OCC(=O)Nc2cccc(S(=O)(=O)N3CCCCC3)c2)c1OC,-6%,33,?,-16%,-5%,2%
CCCn1nnc(NC(=O)c2sc3ccccc3c2Cl)n1,-3%,-28,?,55%[activator],0%,?
CC(C)c1nnc(-c2ccc(Cl)cc2)c(N(C)C)n1,-27%,-29,-9%,1%,10%,25%
COc1ccc(/C(O)=C2/C(=O)C(=O)N(CCCN(C)C)C2c2ccccc2)cc1Cl (stereo unspecified),0%,.,-10%,.,4%,.
COc1ccccc1NC(=O)Nc1nnc(CC(=O)Nc2cccc(C)c2)s1,6%,0,2%,11%,3%,-19%
O=c1oc2ccccc2c2c1ncn2CCN1CCOCC1,0%,-12,?,48%[activator],2%,-1%

# Ordered by number of heavy atoms (low to high): some entries from above.
SMILES,Sm TGR inh,HCMV antiviral,AmpC inh detg,AMA1 RON2 block,FBPA Giardia inh,HCV inh
CC1=C/C(=N\OS(=O)(=O)c2ccccc2)C=CC1=O,2.2µM*,.,?,?,?,7%
CCc1ccc(NC(=O)C(C)OC(=O)C2CCC(=O)N2)cc1 (stereo unspecified),-6%,-29,3%,1%,3%,-8%
CCc1cccc(OC2OC(CO)C(O)C(O)C2NC(C)=O)c1 (stereo unspecified),2%,-21,-13%,-15%,-1%,21%
Cc1ccc(NC(=O)CS(=O)CC(=O)N2CCN(c3ccccc3)CC2)cc1 (stereo unspecified),1%,-25,11%,-4%,17%,15%
COc1ccc(/C(O)=C2/C(=O)C(=O)N(CCCN(C)C)C2c2ccccc2)cc1Cl (stereo unspecified),0%,.,-10%,.,4%,.
COc1nccnc1NS(=O)(=O)c1ccc(NC(=S)NC(=O)c2ccccc2F)cc1,?,72,?,2%,-9%,9%
COc1cccc(/C=C/C(=O)OCC(=O)Nc2cccc(S(=O)(=O)N3CCCCC3)c2)c1OC,-6%,33,?,-16%,-5%,2%

# New compounds follow:
SMILES,Sm TGR inh,HCMV antiviral,AmpC inh detg,AMA1 RON2 block,FBPA Giardia inh,HCV inh
COC(=O)Cn1c(CCS(=O)(=O)c2ccc(C)c(C)c2)nc2ccccc21,-3%,-27,2%,-2%,4%,8%
CCN(/N=C/c1ccccc1)c1cc(=O)n(C)c(=O)[nH]1,-10%,29,?,77%[activator],-8%,-9%
CCOc1ccc(NC(=O)c2ccc3c(SCC(=O)O)c4c(nc3c2)CCCC4)cc1,-8%&-20%,?,0%&-14%,-7%,14%,-3%
COc1ccc(Br)cc1CC1C(=O)Nc2ccccc21 (stereo unspecified),3%,-74*,29%,.,.,.
COc1ccc(Nc2cc(Cl)nc(N)n2)cc1,2%,44,-2%,-7%,?,9%
Cn1c(=O)n(C)c2cc(NC(=O)Cc3ccccc3[N+](=O)[O-])ccc21,?,102,1%,0%,-1%,5%
O=C1NC(=O)C(Sc2ccccc2[N+](=O)[O-])C(=O)N1,7%,-20,0%,-15%,-26%,12%
Cc1ccn2c(CN3CCOCC3)c(-c3ccccc3)nc2c1,-8%,24,-4%,3%,-4%,?
COc1ccc(CNC(=O)CSc2c3c(nc4ccc(Cl)cc24)CCCC3)cc1,-2%,-37,-4%,.,.,.
C=CCOc1ccc(C2C(C#N)=C(N)N(Nc3ccccc3)C3=C2C(=O)CC(C)(C)C3)cc1OC (stereo unspecified),10%,18,-2%,-3%,-13%,?
COc1ccc(Nc2cc(C)c3cc(NC(=O)c4ccccc4Cl)ccc3n2)cc1,-1%,?,1%,.,.,.
OC(COC1CCCCC1)CN1CCCCC1 (stereo unspecified),0%,0,8%,-8%,.,28%
Cc1ccccc1NC(=O)Cc1nc(COC(=O)COc2ccc(C(C)(C)C)cc2)cs1,-14%,11,-15%,18%,.,-8%
COc1ccccc1NC(=O)Cn1c(=O)oc2cc(S(=O)(=O)NCc3ccccc3)ccc21,5%,12,17%,.,.,.
COc1cccc(C(=O)Nc2ccc(C3CC3(Cl)Cl)cc2)c1 (stereo unspecified),10%,30,9%,8%,-17%,?
CC1CCc2c(sc3nc(CN4CCOCC4)nc(N4CCc5ccccc5C4)c23)C1 (stereo unspecified),-18%,2,-11%,-29%,3%,?
CCc1cccc(CC)c1NC(=O)CSc1nc2ccc(N3C(=O)C4C5C=CC(C5)C4C3=O)cc2s1 (stereo unspecified),?,?,4%,-9%,0%,11µM*
CC(=O)Nc1ccc(-c2csc(NC(=O)C3CCN(S(=O)(=O)c4cccs4)CC3)n2)cc1,-2%,-69*,?,?,-5%,?
CN1CCN(CC(=O)Nc2cc(N(C)C)nc3ccccc23)CC1,.,10,1%,12%,?,?
CCc1ccccc1NC(=S)NCCSc1ccc(Cl)cc1,23%,-88*,?,28%,0%,-12%
CC(C)n1c(SCC(=O)Nc2ccc(N3CCOCC3)cc2)nnc1-c1ccco1,-4%,-19,-3%,-1%,10%,6%
Cn1c(-c2ccc3c(c2)OCO3)cnc1NCc1ccccc1,4%,20,-3%,?,.,?
CC(C)(C#N)NC(=O)C(=O)c1c(-c2ccccc2)cc2ccccn12,5%,-25,1%,-4%,-1%,23%
Cc1ccc(C(=O)Nc2ccccc2N2CCCC2)s1,-35%,-16,?,2%,.,?
CCOC(=O)c1c(C)c(C(=O)NCc2ccco2)c(C)n1Cc1ccccc1,?,9,?,-5%,7%,-20%
O=S(=O)(c1ccc2ccccc2c1)N1CCN(C(=S)Nc2ccc(F)cc2)CC1,-1%,?,-9%,8%,0%,?
CCCCNC(=O)N(O)C1N(/N=C/c2cccnc2)C(=S)SC1(C)C (stereo unspecified),-4%,-12,3%,9%,-4%,?
O=c1[nH]n(-c2ccccc2Cl)c(=O)c2ccccc12,1%,38,3%,-8%,-25%,7%
COc1ccc(OC)c(NC(=O)CSc2nnc(CNC(=O)COc3ccc(Cl)cc3)o2)c1,10%,5,5%,-22%,-2%,-7%
N#Cc1c(N)nc(Sc2ccc(Cl)cc2)c(C#N)c1-c1ccccc1Cl,0%,-78*,-3%,-21%,-5%,11µM*
Cc1ccc2c(Cl)cc(Cl)c(OCc3c(C)noc3C)c2n1,-5%,28,?,-2%,-1%,1%
Cc1cccc(OCCCC(=O)NNC(=O)CCN2CCN(c3ccccc3)CC2)c1,-4%,-17,-14%,103%[activator],.,-6%
O=C(Nc1nnc(SCC(=O)N2CCOCC2)s1)c1ccccc1,-4%,105,-4%,1%,-4%,12%
COc1ccccc1NC(=O)c1nn(C)cc1Br,-3%,13,4%,10%,0%,?
Cc1ccc(C2CC2/C(=N/O)c2ccc(F)cc2)cc1 (stereo unspecified),-7%,-15,-6%,-1%,-10%,-1%
CCN=C(NCC)SC1CC(=O)N(c2ccc(OCC)cc2)C1=O (stereo unspecified),11%,9,5%,6%,0%,14%
Cc1ccc(NC(=O)C(Cc2ccccc2)NS(=O)(=O)c2ccc3c(c2)c(=O)n(C)c(=O)n3C)c(C)c1 (stereo unspecified),3%,-6,14%,.,.,.
Cc1cc(C=O)c(C)n1-c1ccc(NC2CCCC2)c([N+](=O)[O-])c1,-33%,-37,-9%,?,.,?
CC12CCC3(CC1CCC1OC12)OCCO3 (stereo unspecified),.,2,.,-2%,.,-3%
Cc1cccc(COc2ccc(/C=N/NC(=O)c3nnn(-c4nonc4N)c3C)cc2)c1,8%,-14,-8%,10%,.,-9%
OCC(Cl)CCl (stereo unspecified),-21%,-11,-3%,18%,.,?
COc1ccc(Cl)cc1C(=O)N1CCN(Cc2ccc3c(c2)OCO3)CC1,-20%,9,?,-1%,-5%,-1%
CCC(NC(C)C)C(O)c1ccc(O)c(O)c1 (stereo unspecified),?,74,-11%,-28%,2.8µM*,2%[8.37 µM]
CCC(Sc1nncn2c1cc1oc(C)cc12)C(=O)Nc1ccc(F)cc1 (stereo unspecified),-5%,-38,-10%,.,.,.
CNS(=O)(=O)c1cnccc1N1CCN(c2cccc(Cl)c2)CC1,-20%,-15,7%,-8%,1%,-6%
CCN(CC(=O)Nc1c(F)cccc1F)C(=O)/C=C/c1ccc2c(c1)OCO2,-11%,-8,-2%,44%[activator],.,7%
COc1cc(NC(=O)CCc2c(C)nc3c(-c4ccc(F)cc4)c(C)nn3c2C)cc(OC)c1OC,1%,7,15%,.,.,.
O=C(CSc1nnnn1Cc1ccccc1)Nc1ccc2c(c1)OCO2,2%,25,0%,7%,3%,-12%
CCOc1ccc(OCc2cccc(C(=O)N3CCOCC3)c2)cc1,2%,153,?,7%,-4%,-21%
COCc1cc(=O)n2[nH]c(C)c(-c3ccccc3)c2n1,3%,6,5%,1%,?,-3%
CC(=O)N1[C@H](Cc2ccccc2)C=C[C@]1(C)C(=O)NCc1ccccn1,-31%,-6,-8%,54%[activator],-15%&-5%,3%

# Compounds as they come. Share with any hit: about 9.3%.
